Source: PubChem BioAssay (several laboratories)
NR2E3 ag-1 – activates human photoreceptor nuclear receptor NR2E3; GST-NR2E3/biotin-RetCOR TR-FRET, 1536-well; inhibition of corepressor binding, % at 4.78 µM; 0.12% of 320,000 active; AID 2300;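 active = percent inhibition above the cutoff of mean plus 3 SD of all tested compounds, set per screening campaign, cut at about 20% in these data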;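 also: 0% = DMSO wells and 100% = biotin wells as full block of FRET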
Target sequence (Q9Y5X4 whole entry, looked up): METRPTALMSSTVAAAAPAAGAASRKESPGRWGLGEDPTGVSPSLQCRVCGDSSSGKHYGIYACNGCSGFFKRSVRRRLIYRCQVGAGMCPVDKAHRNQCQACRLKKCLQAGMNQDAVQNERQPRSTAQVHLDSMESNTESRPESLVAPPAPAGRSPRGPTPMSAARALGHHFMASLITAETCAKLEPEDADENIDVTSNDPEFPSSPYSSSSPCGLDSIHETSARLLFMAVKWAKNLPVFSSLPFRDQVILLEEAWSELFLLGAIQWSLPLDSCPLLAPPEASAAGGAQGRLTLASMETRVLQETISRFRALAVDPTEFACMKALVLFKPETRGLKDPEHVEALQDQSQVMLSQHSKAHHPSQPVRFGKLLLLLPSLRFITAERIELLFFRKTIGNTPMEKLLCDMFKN
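system = GST-tagged NR2E3 plus biotinylated RetCOR corepressor | input = 1.35 nM GST-NR2E3 | also added = 7 nM biotin-RetCOR | schedule = 5 h incubation at 4 °C | measured by = TR-FRET with europium anti-GST and streptavidin-D2, 340 nm excitation | read-out = percent loss of FRET ratio relative to control wells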
Shn3 3UTR inh – inhibitors of Schnurri-3 3'UTR reporter in osteoblasts | Clone20 osteoblast Shn3 3'UTR firefly luciferase, 24 h | inhibition, % at 12.5 µM | 0.52% of 360,000 active;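 active = mean inhibition of at least 75% with every replicate also reaching 75%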;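 also: 0% = median of neutral control wells and 100% = pilot-screen positive control compound; some compounds past the cut are filed as inactive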
CF NFkB block – cystic fibrosis NF-kB activation inhibition; inhibition, % at 5 µM; AID 588850; 0.86% of 360,000 active; KKLEB NF-kB-GFP reporter, PAF-induced, GFP fluorescence overnight;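 active = at least 50% inhibition at 5 µM, scaled per plate between neutral and stimulator controls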;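 also: PAF is a Pseudomonas aeruginosa culture filtrate used as stimulus; plate controls were PAF-stimulated DMSO wells for no effect and unstimulated DMSO wells for full effect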
NR2E3 ag-2 – agonists of human NR2E3 nuclear receptor; CHO-S Gal4-NCOR/VP16-NR2E3 two-hybrid, luciferase; Q9Y5X4; AID 602229; 0.35% of 360,000 active; inhibition of corepressor binding, % at 3.98 µM;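 active = inhibition above the mean of all tested compounds plus 3 SD, cut at about 70% in these data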;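 also: 0% = DMSO with NR2E3 transfected cells and 100% = cells lacking NR2E3 construct; higher means lower luciferase signal from less NR2E3 corepressor binding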
HIF-2a block – HIF-2a inhibition; inhibition, % at 18.8 µM; 0.72% of 360,000 active; 786-0 RCC cells HIF-2a reporter, luciferase luminescence, overnight; AID 624352;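 active = inhibition of the luminescence signal of 40% or more relative to plate controls, in a single-dose primary screen at 18.75 µM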
MITF TRPM1 inh – inhibitors of MITF-driven TRPM1 promoter in melanoma cells; SK-MEL-5 TRPM1 promoter luciferase, 24 h; inhibition, % at 12.5 µM; 0.83% of 330,000 active;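 active = mean inhibition across replicates of 60% or more, whatever share of single replicates reaches that level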; also: values of inactives mirror those of a sister screen read the other way
KKLEB cytotox – CF airway cell cytotoxicity counter-screen; KKLEB CF airway cells viability, ATPlite luminescence, overnight; stronger effect = lower value; cells stimulated with P. aeruginosa culture filtrate; activity change (cytotoxicity), % at 5 µM; 0.36% of 360,000 active;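 active = corrected activity change at or below -50% at 5 µM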
Peg3 prom inh – inhibitors of Peg3 promoter; HeLa PEG-Prom luciferase reporter, luminescence, overnight; inhibition, % at 20 µM; 1.7% of 360,000 active; AID 588405;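 active = inhibition of at least 50% at 20 µM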
TROY signal inh – blocks TROY-dependent signaling in reporter cells; 0.98% of 360,000 active; inhibition, % at 10 µM; Q293 LMP1-TROYcd NF-kB luciferase reporter, 4 h;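 active = compounds whose plate-normalised and pattern-corrected inhibition of the luciferase reporter signal at the single screening dose is 50% or more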
C8 TRAIL sens – sensitizes caspase-8 expressing cells to TRAIL; NB7+C8 cells + TRAIL, ATPlite viability luminescence; inhibition (viability loss, TRAIL sensitization), % at 10 µM; 1% of 360,000 active; AID 624354;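 active = compounds causing at least 50% loss of cell viability in the single-dose screen, relative to plate controls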
TWEAK Fn14 block – inhibitors of TWEAK-Fn14 interaction signaling. AID 1159606. TWEAK-stimulated Fn14 reporter cells, luciferase luminescence, 8 h. 2% of 360,000 active. inhibition, % at 10 µM; in the data active = inhibition above about 50%
* hit, by the source's call; . = no result given. This is a subset (hit frequency here may not be typical).

SMILES	NR2E3 ag-1	Shn3 3UTR inh	CF NFkB block	NR2E3 ag-2	HIF-2a block	MITF TRPM1 inh	KKLEB cytotox	Peg3 prom inh	TROY signal inh	C8 TRAIL sens	TWEAK Fn14 block
COc1ccc(NS(=O)(=O)c2cccc(N3CC(O)=C(c4ccccc4)C3=N)c2)cc1	-1	5	13	-24	20	3	-4	14	-9	-4	-2
O=C(Nc1ccnn1C1CCN(Cc2cccc(O)c2)CC1)C1CCCC1	1	3	17	-6	3	-2	0	18	12	-6	-3
COc1ccc(OCCSc2ccc(S(=O)(=O)N3CCCC3)cn2)cc1	1	21	7	19	-7	-8	7	10	30	14	6
O=C(O)c1ccc2c(c1)C(=O)N(c1ccc(/C=C/C(=O)c3ccccc3)cc1)C2=O	5	-10	-7	-53	-5	8	8	-11	0	4	76*
CC(=O)Nc1ccccc1NC(=O)CN(C)S(=O)(=O)c1ccc(C)cc1	-2	-26	-8	-1	-10	-5	-2	-13	4	16	22
CCCCCCSc1ccc(-c2nc3cnccn3c2NC2CCCCC2)cc1	.	.	.	-2	-1	.	.	.	-13	-13	10
COc1cccc(CNc2nc3cc(-c4cccc(OC)c4)sc3c(=O)n2C)c1	.	-6	-2	-29	-91	.	2	-40	-1	21	-26
CC(C)C(C(=O)OCC(=O)c1cccc([N+](=O)[O-])c1)N1C(=O)[C@@H]2[C@H]3CC[C@H](C3)[C@@H]2C1=O (stereo not given in full)	1	15	4	-7	16	-8	-8	14	4	3	9
CCOc1cc(/C=N/N2C(=O)NC3(CCCCC3)C2=O)cc(Br)c1O	6	6	-1	-2	11	-1	8	5	-8	-4	12
CC(C)Cc1nnc(NC(=O)CCc2c[nH]c3ccccc23)s1	2	9	-4	8	3	2	8	-13	7	-10	-17
O=C(Nc1cccc(C(F)(F)F)c1)C1CCCN1S(=O)(=O)c1cccc2cccnc12 (stereo not given)	6	62	7	10	22	28	14	23	28	5	0
COc1ccc(Cl)cc1NC(=O)CCN1CCN(c2ccccc2C)CC1	1	7	11	-15	19	-3	-3	13	21	1	11
O=C(c1ccc(Br)c([N+](=O)[O-])c1)N1CCN(Cc2ccccc2)CC1	0	-116	-11	3	8	14	-2	17	11	-4	3
CCOC(=O)c1cccc(NC(=O)C2(S(=O)(=O)c3ccc(C)cc3)CC2)c1	3	3	-2	-5	9	-6	-1	2	-16	7	13
Cc1cc(C(=O)CCl)c(C)n1-c1cccc([N+](=O)[O-])c1	-2	26	31	-8	7	41	-19	105*	6	-1	2
COc1ccc(CC(=O)OCC(=O)c2ccc(S(=O)(=O)N3CCCCC3)cc2)cc1	0	2	5	14	10	7	2	2	-3	5	1
CC(=O)C[C@@H](O)CC(=O)[C@@H]1OC(=O)CCCCCCc2ccccc21	.	-9	-4	-25	21	9	2	-39	-12	1	14
Cc1ccc(-c2nc(CN3CCCCC3CCN3CCCC3=O)c(C)o2)o1 (stereo not given)	1	-9	6	20	8	9	0	2	8	-7	-11
CCCNC(=O)C(NS(=O)(=O)c1cccc2nsnc12)c1ccccc1 (stereo not given)	-1	4	2	-9	3	-4	0	5	3	-23	4
Cc1ccc(-c2nnn(C/C(N)=N/O)n2)cc1	2	17	-10	-20	-9	-6	0	-3	-14	-3	-4
CC(=O)Nc1ccc(S(=O)(=O)N2CCN(C(=O)c3ncoc3-c3ccccc3)CC2)cc1	.	-2	5	15	-16	0	4	-5	5	-2	-1
OCC1=C[C@@H](O)[C@@H]2C=CO[C@@H](O[C@@H]3O[C@H](CO)[C@@H](O)[C@H](O)[C@H]3O)[C@H]12	.	1	-5	-2	-3	-6	20	-6	2	12	-4
Cc1c(NC(=O)COC(=O)c2ccc(F)c(S(=O)(=O)N3CCOCC3)c2)c(=O)n(-c2ccccc2)n1C	-1	-3	-5	6	16	10	15	6	-15	-9	-4
CCCC(=O)N(c1ccccc1)C1C=CS(=O)(=O)C1 (stereo not given)	0	-14	-5	16	22	-7	7	4	-14	-4	29
Fc1ccc(Nc2nc(-c3ccncc3)cs2)cc1	0	-44	15	3	-168	-83	-5	-184	-27	-10	20
c1ccc2sc(NN=C3CCCC3)nc2c1	0	-15	-22	-134	-172	-23	5	-190	18	24	37
COc1cc(C(=O)NNC(=O)c2cc(C)[nH]n2)cc(OC)c1OC	-3	5	-9	7	7	4	13	-3	-4	-1	4
COCCn1cnc2c1c(=O)n(CC(=O)NC1CCCCC1)c(=O)n2Cc1ccccc1	.	-21	-4	-33	9	.	-1	6	-12	-14	-2
C=CCOc1ccccc1CNn1c(C)n[nH]c1=S	.	-23	6	0	21	.	7	29	-2	15	8
CN(C)CCN(C(=O)CCc1ccccc1)c1nc2c(F)cc(F)cc2s1	4	-23	0	-17	-14	-12	-11	-8	9	-10	-29
COc1ccc(N2CCN(C(=O)CNS(=O)(=O)c3ccc(C)c(C)c3)CC2)cc1	-1	17	2	12	13	-3	2	9	18	-5	4
O=C(O)C1CCCCC1C(=O)N1CCCC1 (stereo not given)	6	-17	-8	-4	9	-5	18	-2	9	0	14
Cc1cc(SCC(=O)c2cccs2)n2nc(C)c(-c3ccccc3)c2n1	0	-13	9	2	-28	5	-10	-23	-60	17	-6
CC(=O)c1cc2c(s1)-c1cc(F)ccc1OC2	1	-6	-28	-21	-35	-9	1	-51	-28	-5	-13
O=C(NCCN1CCOCC1)c1cccc(S(=O)(=O)Nc2cc(Cl)ccc2Cl)c1	.	-20	-10	15	18	3	4	19	9	2	3
COC(=O)C1C2C=CC3(CN(c4cccc(C)c4)C(=O)C13)O2 (stereo not given)	1	-24	6	18	-7	-2	-8	4	8	-10	12
C=CCc1ccccc1OCCSc1nc2ccc([N+](=O)[O-])cc2s1	2	-24	8	-18	-1	13	-5	17	-6	7	-3
CCCCC(CC)Cn1c(O)c(/C=C2\C=NN=C2c2ccccc2)sc1=S (stereo not given)	4	8	6	-17	13	-13	27	17	5	-6	16
N#CCN(C(=O)COC(=O)C1CC2CCCC(C1)C2=O)c1ccccc1 (stereo not given)	-2	-3	24	5	-5	-2	-19	-9	13	-28	-10
O=C(COc1ccc(Br)cc1CO)Nc1ccc(S(=O)(=O)N2CCCCC2)cc1	1	-1	-1	4	-2	-2	1	24	17	9	1
CCOc1ccc(CCNC(=O)COC(=O)c2cc(S(=O)(=O)N3CCOCC3)ccc2F)cc1OCC	.	-18	-20	1	-1	8	10	-6	-5	-18	-1
CC(=O)Nc1ccc(S(=O)(=O)NN=Cc2ccc(Cl)c(Cl)c2)cc1	.	13	-2	-6	-1	-9	-1	20	-1	-6	-11
Cc1ccc(S(=O)(=O)c2nc(S(C)(=O)=O)sc2NCc2ccc3c(c2)OCO3)cc1	2	14	3	-20	23	6	0	22	1	-9	-34
CC1CCCN(S(=O)(=O)c2ccc(NC(=O)CN3CCCCC3)cc2)C1 (stereo not given)	-1	-3	-26	-10	13	2	-1	7	6	33	4
C=CCNC(=S)NNC(=O)c1ccco1	1	5	12	-15	12	0	2	9	6	-2	10
Cc1nn(-c2ccccc2)c2c1C(c1ccc(F)cc1F)C(C#N)=C(N)O2 (stereo not given)	-1	4	-3	-4	-19	7	-7	3	-21	2	-3
CCOc1cc(C2C(C#N)=C(N)Oc3n[nH]c(CC)c32)ccc1OCCN1CCOCC1 (stereo not given)	2	7	-11	-17	4	8	2	12	28	-2	2
Cc1c(/C(O)=C2\C(=O)C(=O)N(CCN(C)C)C2c2ccccc2)cnn1-c1ccccc1 (stereo not given)	2	.	3	27	18	5	10	-13	44	-6	57*
FC(F)(F)c1cccc(N2CCN(C3CC4CCC3C4)CC2)c1 (stereo not given)	6	11	5	14	8	1	15	9	6	-5	1
CC(=O)Nc1ccc(/C=N/N2C(C)CCCC2C)cc1 (stereo not given)	-4	-12	-1	-11	-39	7	-9	-16	3	-3	-9
More records
SMILES	NR2E3 ag-1	Shn3 3UTR inh	CF NFkB block	NR2E3 ag-2	HIF-2a block	MITF TRPM1 inh	KKLEB cytotox	Peg3 prom inh	TROY signal inh	C8 TRAIL sens	TWEAK Fn14 block
CC(C)=CC(=O)Nc1ccccc1C(N)=O	-1	2	-1	4	-4	7	12	3	-15	-5	0
CCOC(=O)c1c(C)n(C)c2ccc(OCC(N)=O)cc12	0	6	-74	-4	6	5	16	4	-14	10	5
O=C(Nc1ccc(N2CCCC2)c(Cl)c1)c1ccccc1F	.	-87	-39	-245	-295	.	-1	-337	-45	18	12
c1c(CC2CCCC2)nnn1C[C@H]1CC[C@@H]([C@@H]2CC[C@H](Cn3cc(CC4CCCC4)nn3)O2)O1	3	6	4	-12	15	-2	-6	-8	-9	-9	23
CC1CCCN(C(=O)CN2C(=O)NC3(CCCCC3C)C2=O)C1 (stereo not given)	.	3	19	-16	9	-5	-2	-2	-4	-14	-1
CCOc1cc(N2CCOCC2)c(OCC)cc1NS(=O)(=O)c1ccc(Cl)s1	1	-4	-1	-58	1	24	-1	26	-24	2	15
N/C(COc1ccccc1)=N\NS(=O)(=O)c1ccccc1	0	-2	-8	-12	8	0	6	-7	0	20	-14
Cc1c(C(=O)NCCN2CCOCC2)oc2ccc(Br)cc12	6	-16	5	21	-88	-31	1	-60	-18	-20	4
CN(c1ccc(OCC(=O)N2CCC(C(N)=O)CC2)cc1)S(=O)(=O)c1cccs1	-1	10	3	6	21	0	-5	9	4	1	-11
CC[C@@]1(C(=O)OC)N[C@H](CN(C)S(=O)(=O)c2ccc(C(C)(C)C)cc2)[C@@H]2C(=O)N(C)C(=O)[C@@H]21	.	-3	-13	11	6	-7	5	11	-17	-14	-10
COc1ccc(C(=O)N2CCCC(Nc3ccc(F)cc3)C2)c(OC)c1 (stereo not given)	0	-2	0	3	13	17	1	26	4	-10	11
Cc1ccccc1-n1c(=S)[nH]c2nc3c(cc2c1=O)COC(C)(C)C3	1	0	-14	11	6	-1	2	2	0	3	-21
Cc1ccccc1NNC(N)=S	4	-4	-1	-7	9	5	6	14	-6	-2	4
Cc1ccc(-n2cc(CNCCCN3CCCC3=O)c(-c3ccc(F)cc3)n2)cc1	3	2	2	3	2	-8	-1	-11	7	-9	-13
Cc1ccc(-c2cc(O)cc3sc(=O)oc23)cc1C	2	19	0	-38	17	0	7	11	-10	4	7

Of the compounds above, these have a furan ring, fused or not:
SMILES	NR2E3 ag-1	Shn3 3UTR inh	CF NFkB block	NR2E3 ag-2	HIF-2a block	MITF TRPM1 inh	KKLEB cytotox	Peg3 prom inh	TROY signal inh	C8 TRAIL sens	TWEAK Fn14 block
Cc1ccc(-c2nc(CN3CCCCC3CCN3CCCC3=O)c(C)o2)o1 (stereo not given)	1	-9	6	20	8	9	0	2	8	-7	-11
C=CCNC(=S)NNC(=O)c1ccco1	1	5	12	-15	12	0	2	9	6	-2	10
Cc1c(C(=O)NCCN2CCOCC2)oc2ccc(Br)cc12	6	-16	5	21	-88	-31	1	-60	-18	-20	4
